TbREL1 inh: TbREL1 inhibition, primary screen. P86926. TbREL1 RNA ligation, FRET fluorescence. inhibition, % at 9.66 µM. hit rate 0.49% among 89,000;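 active = inhibition above the mean inhibition across all screened compounds plus 3 SD, cut at about 11% in these data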;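 note: 0% = plate median of test wells and 100% = NSC42067 control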
Target sequence (P86926 whole entry, looked up): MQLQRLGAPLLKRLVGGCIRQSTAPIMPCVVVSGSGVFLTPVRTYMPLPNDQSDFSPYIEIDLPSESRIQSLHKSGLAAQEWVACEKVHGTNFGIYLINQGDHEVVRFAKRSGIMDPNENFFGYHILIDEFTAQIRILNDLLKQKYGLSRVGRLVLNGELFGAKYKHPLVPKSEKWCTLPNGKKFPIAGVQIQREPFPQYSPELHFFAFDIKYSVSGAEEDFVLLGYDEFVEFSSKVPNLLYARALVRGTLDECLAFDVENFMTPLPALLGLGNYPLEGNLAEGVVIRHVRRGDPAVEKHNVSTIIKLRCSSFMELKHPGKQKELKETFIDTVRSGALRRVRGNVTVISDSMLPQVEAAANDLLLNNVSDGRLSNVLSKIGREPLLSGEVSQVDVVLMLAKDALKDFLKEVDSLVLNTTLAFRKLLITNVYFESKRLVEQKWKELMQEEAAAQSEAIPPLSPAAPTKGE
An asterisk follows results filed as active. Only part of the results is shown; rates above refer to the full screens.

SMILES	TbREL1 inh
Cc1ccccc1NC(=O)C(C)Sc1nnc(-c2ccncc2)n1CC1CCCO1 (stereo not drawn)	-1
O=C(O)c1ccc(S(=O)(=O)Cc2ccccc2)cc1	6
Cc1nc(NCCO)c2nnn(Cc3ccccc3F)c2n1	1
COc1ccc(OC)c(-c2nnc(SCC(=O)NC3CCCCC3)o2)c1	0
COc1ccc(-c2oc3cccnc3c2-c2ccc(OC)nc2)cc1	0
Cc1cccc(C)c1NC(=O)CCn1cnc2ccccc2c1=O	-3
CCc1ccccc1NC(=O)CN1CCN(C(=O)CNC(=O)Cc2cccc3ccccc23)CC1	0
C[C@H]1[C@@H](OC(=O)NCc2cccs2)CC[C@@]23CCCN2C(=O)CCC[C@@H]13	4
COc1ccc(-c2nnc(NC(=O)c3ccc([N+](=O)[O-])o3)o2)c(OC)c1	6
O=S(=O)(c1ccc(-c2ccno2)s1)N1CCCCC1	1
CCCN(CCC)C(C(=O)Nc1cccc(OC)c1)c1ccccc1 (stereo not drawn)	-1
COc1ccc(C2(C)NC(=O)N(CC3CCCCC3)C2=O)cc1 (stereo not drawn)	-1
CCCC(=O)Nc1ccc(-c2csc(NNC(C)=O)n2)cc1	2
CCN(CC)c1ccc2cc(C(=O)O)c(=O)oc2c1	-2
CC1CCN(S(=O)(=O)N2CCN(C(=O)c3ccc4c(c3)OCO4)CC2)CC1	-1
Cc1ccc2[nH]c(C)cc(=S)c2c1	0
COc1ccc(C(C(=O)NC2CCCCC2)N(C(=O)CCl)c2ccccc2Cl)cc1 (stereo not drawn)	4
Cc1ccc(NC(=O)CSc2nnc(C3CC3)n2CC2CCCO2)cc1C (stereo not drawn)	-3
COc1ccccc1NC(=O)CSc1nnc(Cn2nnc(-c3ccccc3)n2)n1-c1ccccc1	-2
NC(=O)COC(=O)c1ccccc1OCc1ccccc1Cl	-1
Cc1ccccc1NC(=S)N(CCCN1CCOCC1)Cc1cccnc1	-1
Cc1cc(C(F)(F)F)nc(SCC(=O)c2cccc([N+](=O)[O-])c2)n1	4
O=S1(=O)C[C@H](N2CCN(CC3CC3)CC2)[C@@H](COCc2ccccc2)N1	-3
Cc1cccc(OC(=O)CN2C(=O)C3C4CCC(C4)C3C2=O)c1C (stereo not drawn)	-2
COc1cc(C(=O)Nc2nc(N)n(-c3ccccc3)n2)cc(OC)c1OC	2
CCCCCNC(=O)C(c1ccncc1)n1c(=O)c(-c2ccco2)nc2ccccc21 (stereo not drawn)	4
O=C(COc1ccc(Cl)cc1)NNC(=O)c1ccncc1	0
O=C1NC[C@@H](CCCCN2C[C@H](Cc3ccc(O)cc3)N(CCc3ccccc3)C(=O)C2=O)N(CCc2ccc(O)cc2)C1=O	2
O=C(CN1CCOCC1)Nc1ccc(-c2nc3ccccc3[nH]2)cc1	3
COc1cc(C(=O)Nc2ccccn2)cc(OC)c1OC	0
CN1CCN(C(c2ccc(Cl)cc2)c2cc(Cl)c3cccnc3c2O)CC1 (stereo not drawn)	-2
COc1ccc(N2CCN(c3oc(COc4ccccc4Cl)nc3C#N)CC2)cc1	-5
Cn1c(=O)oc2cc(S(=O)(=O)N3CCN(CCO)CC3)ccc21	1
Cc1cccc(NC(=O)CSc2nc(N)c(NC(=O)c3ccccc3F)c(=O)[nH]2)c1	-5
CCN(CC)S(=O)(=O)c1cccc(NC(=O)COC(=O)c2[nH]c(C)c(C(C)=O)c2C)c1	-3
CCCCn1c(N)c(N(C)C(=O)c2cc3c(s2)CCCCC3)c(=O)[nH]c1=O	4
O=C(N/N=C/C=C\c1ccco1)c1ccccn1	4
COc1cccc(-c2ccc(NC(=O)C3CCCN(Cc4cnn(C(C)C)c4)C3)cc2)c1 (stereo not drawn)	1
CCCCOCCCNC(=O)C[C@@H]1C[C@@]2(C(=O)OC)CC(C)(C)CC=C2N(Cc2ccc3c(c2)OCO3)C1=O	5
CC1=NN(C(=O)c2ccc(Br)cc2)C(O)(C(F)(F)OC(F)(F)F)C1 (stereo not drawn)	-2
Cc1ccc(-n2c(SCC(=O)Nc3ccccc3-c3ccccc3)nnc2-c2cnccn2)cc1	3
O=C(COC(=O)c1ccccc1Cc1ccccc1)NC1CCS(=O)(=O)C1 (stereo not drawn)	0
CCCCCn1c(=O)[nH]c2cc(C(=O)NCCc3ccc(OC)c(OC)c3)ccc2c1=O	1
CN(C)CCOc1ncnc2c1oc1ccccc12	0
Cc1ccc(-n2c(C)nc3c(cnn3-c3ccc(F)cc3)c2=O)cc1	1
N#CCC(=O)Nc1ccc(C(=O)NNC(=S)NC2CC2)cc1	-7
O=C(CNC1CC1)Nc1cc(C(F)(F)F)ccc1Cl	8
CCOC(=O)c1[nH]c(C)c(C(=O)Nc2ccc3c(c2)OCCO3)c1C	-2
C[C@H](Nc1ncnc2sc3c(c12)CCC3)C(=O)O	-1
Cc1ccc(S(=O)(=O)N(CC(=O)N2CCc3ccccc3C2)c2ccc(Cl)c(Cl)c2)cc1	0
Cc1ccc(C(=O)O/N=C/C2=C(Cl)c3ccccc3CC2)cc1	1
CCOC(=O)c1cccc(NC(=O)CN(C)S(=O)(=O)c2ccc(Br)s2)c1	0
CCCCOc1ccc(/C(O)=C2/C(=O)C(=O)N(CCCOC)C2c2ccncc2)cc1C (stereo not drawn)	-4
NC(=O)[C@@H]1CC2(CC(c3cccc(NC(=O)COc4ccc(Cl)cc4)c3)=NO2)CN1C(=O)COc1ccc(Cl)cc1 (stereo partly drawn)	0
Cc1ccc(/C=N/NC(=O)c2nnn(-c3nonc3N)c2CSc2ccccc2)s1	1
Cc1c(C(=O)OC2CCCC2)[nH]c2c1C(=O)CC(c1ccco1)C2 (stereo not drawn)	0
COc1cc(O)c(C(CC(=O)N2CCCC(C)C2)c2cc(OC)c(OC)c(OC)c2)c(OC)c1 (stereo not drawn)	-6
COc1ccc(NS(=O)(=O)c2cc(NC(=O)C3=NN(c4ccccc4)C(=O)CC3)ccc2OC)cc1	-1
Cc1ccc(CN2CC(=O)N3[C@H]4c5cc(Cl)ccc5OC[C@@H]4[C@H](c4ccccc4)[C@]3(C)C2=O)cc1	4
Cn1c(CO)cnc1S(=O)(=O)Cc1ccc([N+](=O)[O-])cc1	2

(next part)
| canonical_smiles | TbREL1 inh |
| --- | --- |
| Cc1cccc(C(=O)N[C@H](C(=O)NCCc2ccc(Cl)cc2)C(C)C)c1 | 0 |
| O=c1[nH]c2cc3c(cc2cc1CN(Cc1ccco1)C(=S)NCCCN1CCOCC1)OCCO3 | -5 |
| Cc1cc(C)c(S(=O)(=O)NCCCn2ccnc2)c(C)c1 | 0 |
| CN(CC(=O)N1CCN(c2ccccn2)CC1)S(=O)(=O)c1cccc2nsnc12 | -1 |
| CC(C)N(C(=O)CSc1nnc(Cn2nnc3ccccc32)n1C)C(C)C | -1 |
| Cc1ccc(S(=O)(=O)N2CCOCC2)c(C)c1NS(C)(=O)=O | 1 |
| O=C(C[C@H]1C/C=C\C[C@H](NC(=O)OCC2c3ccccc3-c3ccccc32)C(=O)OC[C@@H]2CCCN2C1=O)NCCO | -3 |
| Cc1cc(=O)n2[nH]c(=O)c(N=Nc3ccccc3)c2[nH]1 | 0 |
| O=C1/C(=C/c2ccccn2)SC(=S)N1N1CCOCC1 | 1 |
| CC(C)NC(=O)NC(=O)COC(=O)/C=C/c1ccc2c(c1)OCO2 | -2 |
| COc1cc(Nc2cc(C)nc3ncnn23)cc(OC)c1OC | 0 |
| CN1CCN(S(=O)(=O)c2cccc(C(=O)Oc3cccc(C#N)c3)c2)CC1 | -1 |
| Cc1cc(-n2c(C)cc(C(=O)CSc3nc(N)cc(=O)[nH]3)c2C)no1 | -4 |
| COC(=O)CCc1c[nH]c2ccc([N+](=O)[O-])cc12 | 4 |
| O=C(CN1CCCCC1)Nc1ccc(S(=O)(=O)N2CCCCCC2)cc1 | -3 |

By substructure, those above with bromine
| canonical_smiles | TbREL1 inh |
| --- | --- |
| CC1=NN(C(=O)c2ccc(Br)cc2)C(O)(C(F)(F)OC(F)(F)F)C1 (stereo not drawn) | -2 |
| CCOC(=O)c1cccc(NC(=O)CN(C)S(=O)(=O)c2ccc(Br)s2)c1 | 0 |

Seven entries out of the list above, arranged by the value under TbREL1 inh, high to low:
compound,TbREL1 inh
COC(=O)CCc1c[nH]c2ccc([N+](=O)[O-])cc12,4
CCCC(=O)Nc1ccc(-c2csc(NNC(C)=O)n2)cc1,2
Cn1c(=O)oc2cc(S(=O)(=O)N3CCN(CCO)CC3)ccc21,1
O=C(COc1ccc(Cl)cc1)NNC(=O)c1ccncc1,0
COc1ccc(C2(C)NC(=O)N(CC3CCCCC3)C2=O)cc1 (stereo not drawn),-1
O=S1(=O)C[C@H](N2CCN(CC3CC3)CC2)[C@@H](COCc2ccccc2)N1,-3
Cc1cc(-n2c(C)cc(C(=O)CSc3nc(N)cc(=O)[nH]3)c2C)no1,-4

Following part.
| canonical_smiles | TbREL1 inh |
| --- | --- |
| Nn1c(SCC(=O)Nc2ccc3c(c2)OCCO3)nnc1C(F)(F)F | 5 |
| Cc1c(NC(=O)c2ccc(Cl)c(S(=O)(=O)N3CCOCC3)c2)c(=O)n(-c2ccccc2)n1C | 1 |
| O=C(NC(NC(=S)Nc1c(Cl)cc(Cl)cc1Cl)C(Cl)(Cl)Cl)OCc1ccccc1 (stereo not drawn) | 3 |
| CCC(C)[C@H](NC(=O)NCc1ccc(Cl)cc1)C(=O)OC (stereo partly drawn) | -1 |
| CN1C[C@@H]2C(c3ccccc3)C3(c4ccc(C#N)cc4)CC2(C3)[C@H]1c1ccccc1 (stereo partly drawn) | 0 |
| COc1ccccc1N1CCN(C(=O)CCc2ccc(S(=O)(=O)NC(C)C)cc2)CC1 | 5 |
| O=C1NN(c2ccc(F)c(Cl)c2)C(=O)/C1=C\c1cccc(OC(=O)c2cccs2)c1 | -3 |
| COc1cc(C(C)=O)ccc1COc1ccc(C(=O)OCC(N)=O)cc1OC | -1 |
| Cc1cc(C)nc(SCC(=O)Nc2sc3c(c2C#N)CCC(C)C3)n1 (stereo not drawn) | -2 |
| Cc1cccc(NC(=O)C2(c3cccs3)CCOCC2)c1 | 1 |
| Cc1ccc(C)c(C(=O)CN2C(=O)NC3(CCc4ccccc43)C2=O)c1 (stereo not drawn) | -1 |
| O=C(c1ccc(Cl)cc1Cl)N1CCN(c2ccccn2)CC1 | 2 |
| CN(c1ccccc1C(=O)Nc1ccc2ccccc2c1)S(C)(=O)=O | -1 |
| COc1cc(/C=C/C(=O)OCc2c(C)noc2C)ccc1OC(F)F | 0 |
| COc1ccc(NC(=O)N2CCCCC2)cc1 | -2 |
| CC(OC(=O)c1cc(=O)[nH]c2ccccc12)C(=O)N1C(C)CCCC1C (stereo not drawn) | 3 |
| O=C1CCC[C@@H]2Cc3[nH]c4c(Cl)ccc(Cl)c4c3[C@@H]3CCN1[C@H]23 | 4 |
| CCN(CC(=O)NCc1cccs1)C(=O)c1cccc(S(=O)(=O)N2CCc3ccccc32)c1 | 1 |
| CCCNC(=O)c1cc(C2CCCCN2S(=O)(=O)c2ccc(C#N)cc2)on1 (stereo not drawn) | 5 |
| Cc1cnc(NC(=O)CSc2nnc(COc3c(C)cccc3C)o2)s1 | -1 |
| COc1cccc(CN(CC(=O)NC2CCCC2)C(=O)c2csnn2)c1 | 4 |
| COc1ccccc1C(=O)Nc1ccccc1N1CCOCC1 | 3 |
| O=C(Nc1ccc2c(c1)OCCO2)c1cccnc1 | 0 |
| COc1ccccc1N1CCN(C(=O)c2cc3c(-c4ccc(Cl)cc4)nn(C)c3s2)CC1 | 0 |
| COc1ccc(CN2C[C@@]3(O)CC[C@@H](O)[C@@H](OC)[C@@H]3[C@@]2(C)[C@H](O)CC=C(C)C)cc1 | -4 |
| CCN(CC)CCNC(=O)c1ccc(NC(=O)C2CC(=O)N(CCc3ccc(OC)c(OC)c3)C2)cc1 (stereo not drawn) | 0 |
| COC(=O)CN1C(=O)N/C(=C/c2ccc(OC)c(C)c2OC)C1=O | -3 |
| Cc1cc(NS(=O)(=O)c2ccc(NC(=O)c3ccc([N+](=O)[O-])s3)cc2)nc(C)n1 | 0 |
| C#Cc1ccc([C@H]2C=C(C(=O)OCC=C)O[C@@H](OCC)[C@@H]2CCCO)cc1 | -1 |
| Cc1ccc(C(=O)N/C(=C\c2cn(C)c3ccccc23)C(=O)N2CCOCC2)cc1 | -7 |
| COc1cc(C(=O)N/N=C/c2ccc(OC(=O)c3cccc(C)c3)cc2)ccc1O | -6 |
| C=CCN1C(=O)CN=C1Nc1cccc(C)c1 | -1 |
| O=C(COC(=O)c1ccncc1)c1ccc(Cl)c(Cl)c1 | 2 |
| COc1nc(Nc2ccc(OC)c(Cl)c2)nc(OC)n1 | 6 |
| CS(=O)(=O)c1ccc(NC(=O)C2CC(=O)N(c3ccc4c(c3)OCCO4)C2)cc1 (stereo not drawn) | 0 |
| CCOC(=O)N1CCN(Cc2nc(-c3cccc(Cl)c3)no2)CC1 | -1 |
| CCn1cc(CCC(=O)Nc2ccc(Oc3cccnc3)cc2)c2ccccc21 | -7 |
| Cc1cccc(NC(=O)C(=O)NCCc2c[nH]c3ccccc23)c1C | -4 |
| C/C(Cn1cnc([N+](=O)[O-])n1)=N\NC(=O)c1ccc(O)cc1O | -3 |
| N#Cc1ccc(OCC(O)CS(=O)(=O)c2ccccc2)cc1 (stereo not drawn) | -1 |
| Cc1cccc(NC(=O)c2nc[nH]c2C(=O)NC[C@@H](C)O)c1 | 1 |
| C=CCn1c(C)csc1=Nc1ccccc1C | -4 |
| CCOc1ccc(-n2c(SCC(=O)c3ccc4ccccc4c3)nnc2-c2cccc(Cl)c2)cc1 | 4 |
| CCOC(=O)c1nnn(CC(=O)NC(=O)Nc2ccccc2)c1C(=O)OCC | -3 |
| COc1ccc(NC(=O)c2cc3c(-c4ccc(OC)c(OC)c4)nn(C)c3s2)cc1OC | 0 |
| CCOC(=O)CSc1nc(-c2ccccc2)nc2ccc(F)cc12 | 0 |
| COC(=O)/C=c1\[nH]c2nnc(C)n2c1=O | 2 |
| O=C(c1ccc(S(=O)(=O)N2CCCCC2)cc1)N1CCN=C1SCc1cccnc1 | -2 |
| CCOC(=O)CNC(=O)c1c(C)nn(-c2ccccc2)c1Cl | -2 |
| CC(C)(C)OC(=O)C(C)(C)O/N=C(\C(=O)O)c1csc(N)n1 | -2 |
| Cc1cccc(-n2nnnc2SCC(=O)NCC2CCCO2)c1 (stereo not drawn) | -1 |
